# DAGLB inhibitor: diacylglycerol lipase beta (human) inhibition; HEK293T DAGLB membrane lysate, EnzChek fluorogenic substrate; inhibition, % at 5.17 µM; 340,000 compounds, 0.059% hits; in the data active = inhibition above about 34%;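 note: 0% = enzyme with vehicle and 100% = wells lacking enzyme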
# PKA-R2B activ: activates the human PKA-R2B holoenzyme complex; 340,000 compounds, 0.079% hits; activation, % at 11.4 µM; P22694+P31323; PKA-R2B holoenzyme dissociation, Cy5-IP20 fluorescence polarization; R2B truncated from residue 108, S112A mutant; 0% DMSO only, 100% 113 µM cGMP;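 active = activation above a cutoff set at the mean over all compounds plus 3 SD, cut at about 18% in these data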;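 note: higher means more holoenzyme dissociation and a rise in polarization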
# C-LANA FP: blocks KSHV LANA C-terminal domain binding to DNA; MBP-C-LANA/FAM-LBS DNA binding, fluorescence polarization; inhibition, % at 9 µM; 340,000 compounds, 0.078% hits;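 active = highest replicate inhibition at or above 60% at 9 µM, even if other replicates fall short; inactive = all replicates below 60% inhibition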;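 note: 0% = neutral control wells and 100% = 4 µM acridine orange control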
# PvdQ inh: blocks Pseudomonas aeruginosa PvdQ acylase activity. purified PvdQ acylase, fluorescence plate reader. inhibition, % at 10 µM. AID 488965. 340,000 compounds, 0.063% hits; in the data active = inhibition above about 30%, passing the limit was not always enough;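 note: 0% = vehicle neutral wells and 100% = reference inhibitor wells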
# Arr AP2 block: human beta-arrestin and AP2 interaction inhibition; inhibition, % at 10 µM; FITC-arrestin peptide / GST-AP2 beads, flow cytometry; AP2 beta2 appendage carries R879A mutation; 340,000 compounds, 0.31% hits;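 active = inhibition above a set limit, near 3 SD of compounds lacking own fluorescence, cut at about 54% in these data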;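 note: plate controls were DMSO wells for no effect and 5 µM unlabelled arrestin peptide for full effect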
#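 Material – AP2 appendage R879A on GSH beads · Buffer or medium – PBS with 0.05% Tween 20 and 0.1% BSA · Probe or stimulus – fluorescein-tagged arrestin peptide at 50 nM final · Incubation – compound with beads 12 min RT, then probe 1 h RT · Detection – high-throughput flow cytometry of beads, ex 488, em 535 nm · Evaluation – percent response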
# NSD2 inh: NSD2 (human) methyltransferase inhibition; NSD2 peptide methylation, AlphaScreen, 120 min; inhibition, % at 12.5 µM; 310,000 compounds, 0.54% hits; O96028; in the data active = inhibition above about 50%
# Target sequence (O96028 whole entry, looked up): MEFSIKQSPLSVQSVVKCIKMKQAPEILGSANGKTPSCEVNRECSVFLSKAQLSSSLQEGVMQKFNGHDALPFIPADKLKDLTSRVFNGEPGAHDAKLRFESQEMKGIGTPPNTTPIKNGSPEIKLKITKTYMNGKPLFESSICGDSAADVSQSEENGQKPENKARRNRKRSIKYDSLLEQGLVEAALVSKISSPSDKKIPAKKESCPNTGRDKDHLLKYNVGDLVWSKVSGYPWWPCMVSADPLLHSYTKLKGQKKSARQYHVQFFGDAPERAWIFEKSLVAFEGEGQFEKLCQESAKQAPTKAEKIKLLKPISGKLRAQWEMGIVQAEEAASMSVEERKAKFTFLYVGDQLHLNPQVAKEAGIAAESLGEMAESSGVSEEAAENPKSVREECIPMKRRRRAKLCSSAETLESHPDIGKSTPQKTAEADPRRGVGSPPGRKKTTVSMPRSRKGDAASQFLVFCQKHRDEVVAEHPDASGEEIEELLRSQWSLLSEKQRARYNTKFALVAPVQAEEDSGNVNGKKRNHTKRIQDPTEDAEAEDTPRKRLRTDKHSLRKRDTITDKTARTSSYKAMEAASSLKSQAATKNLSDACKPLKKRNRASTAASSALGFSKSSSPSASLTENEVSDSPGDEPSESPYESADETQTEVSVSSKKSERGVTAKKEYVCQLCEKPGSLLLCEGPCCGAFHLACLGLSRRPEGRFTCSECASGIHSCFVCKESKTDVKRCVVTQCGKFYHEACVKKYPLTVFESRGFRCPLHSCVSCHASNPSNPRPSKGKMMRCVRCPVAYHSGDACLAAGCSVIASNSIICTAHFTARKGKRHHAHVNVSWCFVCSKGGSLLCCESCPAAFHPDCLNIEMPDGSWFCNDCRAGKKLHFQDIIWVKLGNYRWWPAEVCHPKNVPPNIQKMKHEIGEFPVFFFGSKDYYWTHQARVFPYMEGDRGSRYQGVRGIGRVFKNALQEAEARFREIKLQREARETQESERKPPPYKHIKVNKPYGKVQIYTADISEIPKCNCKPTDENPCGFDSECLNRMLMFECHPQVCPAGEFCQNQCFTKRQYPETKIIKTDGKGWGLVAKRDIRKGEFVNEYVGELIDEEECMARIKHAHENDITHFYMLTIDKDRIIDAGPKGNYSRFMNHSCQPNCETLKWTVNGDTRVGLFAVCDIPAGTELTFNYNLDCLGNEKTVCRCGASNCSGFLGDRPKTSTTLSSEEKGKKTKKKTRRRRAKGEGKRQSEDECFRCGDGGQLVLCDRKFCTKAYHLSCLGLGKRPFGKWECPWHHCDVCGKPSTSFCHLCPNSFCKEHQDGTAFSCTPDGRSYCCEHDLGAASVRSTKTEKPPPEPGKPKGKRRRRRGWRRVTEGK
# Cardiac RTF inh: cardiac RTF calcium desensitization; P19429+P45379; IANBD-labeled cardiac RTF, Ca2+ fluorescence; inhibition, % at 7.15 µM; 340,000 compounds, 0.12% hits; AID 493244;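 active = inhibition above the mean inhibition of all tested compounds plus 3 SD, cut at about 17% in these data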;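 note: assay run at fixed EC70 calcium of 1.6 mM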
# SR-BI HDL uptake: inhibitors of mouse SR-BI mediated HDL lipid uptake; 320,000 compounds, 0.96% hits; inhibition, % at 12.5 µM; Q61009; ldlA[mSR-BI] CHO cells, DiI-HDL uptake fluorescence, 3 h;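 active = mean replicate inhibition of at least 70% and a set share of replicates each scoring 70 or more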;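 note: 0% = median of neutral control wells and 100% = median of positive control wells; values of inactives mirror those of a sister screen read the other way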
# SR-BI DiI-HDL act: SR-BI HDL lipid transfer activation. CHO ldlA[mSR-BI] cells, DiI-HDL uptake fluorescence, 3 h; 100 = double the neutral-control signal. activation, % at 12.5 µM. 320,000 compounds, 0.096% hits. AID 504775;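 active = mean replicate activation of at least 60% and every replicate at or above 60%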;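 note: 0% = median plate neutral-control signal and 100% = twice that signal; values of inactives mirror those of a sister screen read the other way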
#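 Material: SR-BI-overexpressing, LDLR-lacking CHO cells; schedule: compound exposure 3 h, 37 °C; reagent: DiI-labelled HDL at 10 µg/mL final; technique: bottom-read fluorescence, 550/595 nm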
# Keap1-Nrf2 PPI: inhibitors of human Keap1-Nrf2 protein-protein interaction; Keap1 Kelch-Nrf2 peptide fluorescence polarization, 1536-well; inhibition, % at 9.4 µM; AID 504523; Q14145; 340,000 compounds, 0.15% hits; in the data active = inhibition above about 12%;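 note: human Keap1 Kelch domain with fluorescein labeled Nrf2 9mer peptide probe; 0% = neutral control wells and 100% = peptide positive control; higher means more block of Keap1 binding to Nrf2 peptide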
# * = called active by the depositor; · = no result given.
Molecule,DAGLB inhibitor,PKA-R2B activ,C-LANA FP,PvdQ inh,Arr AP2 block,NSD2 inh,Cardiac RTF inh,SR-BI HDL uptake,SR-BI DiI-HDL act,Keap1-Nrf2 PPI
CC(=O)c1ccc(N2CCN(c3ccc4cc(S(=O)(=O)N5CCC(C)CC5)ccc4n3)CC2)cc1,5,-7,0.1,-5,37,-5,-13,5,-5,1
Cc1cc(C)nc(SCc2nnc(SCC(=O)Nc3c(C)cccc3C)o2)n1,-6,-3,-0.2,-6,-4,-2,-5,32,-32,0
COc1cccc(NC(=O)c2ccco2)c1,2,5,0.0,4,18,-2,-5,-2,2,3
CN(C)c1cccc(C(=O)NCc2ccccc2)c1,1,-8,2.1,-7,0,8,-3,19,-19,-1
COc1ccc(-n2c(C)nc3sc4c(c3c2=O)CCC4)cc1,·,·,-1.9,-10,-2,0,·,-3,3,-1
CCC1=C(OC(=O)N(CC)CC)N2C(=O)OC(=NCC(=O)OC)[C@]2(C)[C@H]2C1=CC[C@H]1C(=O)N(C)C(=O)[C@H]12,1,-10,1.2,-12,1,·,5,-33,33,-6
Cc1c(NC(=O)C(C)Sc2ccc3ccccc3n2)c(=O)n(-c2ccccc2)n1C (centres undefined),1,-13,0.0,-12,-10,0,-3,4,-4,-5
Cc1ccc2c(-c3ccc([N+](=O)[O-])cc3)cc(=O)[nH]c2c1,1,2,-0.4,-1,-22,-4,10,-1,1,-1
O=C1CCN(C(=O)c2ccc(Cl)cc2)N1,-3,-1,0.9,-6,10,-4,-5,-7,7,-1
COc1cc2c(cc1OC)-c1cc(Nc3ccc(F)cc3)nc(=O)n1CC2,-2,-11,-1.4,-5,11,0,-1,10,-10,0
CCCC(=O)N1CCN(c2nc3ccc(Cl)cc3s2)CC1,0,-7,-1.0,-9,1,-5,-11,-10,·,2
CCOC(=O)c1cc(-c2cccc([N+](=O)[O-])c2)nc2[nH]c(=O)[nH]c(=O)c12,2,-3,-0.3,-3,3,-1,-2,9,-9,1
O=C(NC(=S)NCCN1CCOCC1)c1ccccc1Cl,1,-4,0.5,15,-3,2,-18,-3,3,-2
CC(C)c1ccc(CN(C(=O)/C=C/c2ccco2)C2CCS(=O)(=O)C2)cc1 (centres undefined),0,-15,-1.1,-4,-4,1,-10,-15,15,-4
Cc1cccc(N2CCN(C(=O)c3cn(C)c(=O)c4c3c3ccccc3n4C)CC2)c1C,4,-12,-2.3,-4,3,-4,2,1,-1,-5
COc1ccc(-c2cc(=O)c3ccc(O)cc3o2)cc1,-3,5,5.4,1,-3,·,-14,-6,6,-2
COc1ccc(CCNC(=O)Cn2c(=O)oc3ccccc32)cc1OC,-3,3,0.4,9,12,-1,2,-15,15,-3
C[C@H](NS(=O)(=O)c1ccc(F)cc1)C(=O)OCC(=O)c1c(N)n(C)c(=O)n(C)c1=O,-1,-1,0.1,-3,22,17,6,-16,16,0
CCCCNC(=O)Cn1c2c(c(-c3ccccc3Cl)cc1=O)CCC2,1,-6,0.4,-22,-1,·,0,19,-19,-3
Cc1ccc(NC(=O)C2CC(=O)n3c(nc4ccccc43)N2)cc1 (centres undefined),3,-12,-1.4,9,23,0,8,7,-7,-3
CN(/C=C/C(=O)C(F)(F)C(F)(F)F)Cc1ccccc1,3,-13,3.0,-15,8,0,0,0,0,1
COc1ccc(C2C(C(=O)Nc3cc(OC)c(OC)c(OC)c3)c3ccccc3C(=O)N2C)cc1 (centres undefined),0,6,0.5,-14,12,-4,-6,-5,5,-6
Cc1cc(-c2n[nH]c(=S)n2-c2ccc(F)cc2)nn1C,-1,-3,-0.1,-5,3,-1,-11,-14,14,0
CCOC(=O)[C@H]1[C@H]2COc3ccc(OC)cc3[C@@H]2N2C(=O)c3ccc(C)cc3NC(=O)[C@@]12C,-1,-10,-0.3,-4,-3,·,-10,-12,12,-1
CCN1CCc2c(sc(N)c2C#N)C1,-5,-4,4.1,-3,8,16,-15,-44,44,-9
CCN1CCCC1CNCc1cccc(OC)c1OCc1ccc(F)cc1 (centres undefined),0,-7,1.8,-10,5,16,-2,11,-11,0
C=CCN1C(=O)C(C)(C)Nc2ccccc21,0,-6,0.6,-6,-7,5,-7,-49,49,1
COc1cc2[nH]c(=S)n(Cc3ccccc3)c(=O)c2cc1OC,-2,-6,2.4,7,-31,-5,-5,22,-22,-7
CC(C)CC(=O)Nc1ccccc1N1CCN(c2ccc(F)cc2)CC1,-2,13,-0.6,-1,2,-1,-1,51,-51,-9
CCc1nc(SCc2ccc(F)cc2)[nH]c(=O)c1C#N,7,-7,-1.5,-21,-6,-2,-7,-5,5,-5
CCCn1cnc2c(cnn2-c2ccc(F)cc2)c1=O,-4,-8,0.2,1,-1,-3,8,6,-6,-2
COc1cc(/C=C(/C#N)C(=O)NCc2ccccc2)cc(OC)c1OC,-1,0,2.8,7,12,1,-9,-3,3,-5
Cc1cc(C)n2nc(-c3sccc3-n3c(C)ccc3C)cc2n1,-2,-2,6.2,3,7,0,0,-17,17,0
Cc1ccccc1OC(C)C(=O)N1CCC(Cc2ccccc2)CC1 (centres undefined),-16,-1,-0.4,-12,-7,-3,3,-18,18,2
N#C/C(=C\c1cccnc1)c1nc2c(s1)CCCC2,-3,-12,2.9,4,23,·,1,8,-8,0
COc1cc(NC(=O)c2cc(Cl)nnc2Cl)cc(OC)c1OC,2,1,-2.3,-8,13,0,-10,16,-16,-1

# Entries of single compounds from above.
# CCN1CCc2c(sc(N)c2C#N)C1 is listed with DAGLB inhibitor: -5; PKA-R2B activ: -4; C-LANA FP: 4.1; PvdQ inh: -3; Arr AP2 block: 8; NSD2 inh: 16; Cardiac RTF inh: -15; SR-BI HDL uptake: -44; SR-BI DiI-HDL act: 44; Keap1-Nrf2 PPI: -9
# Cc1cc(C)n2nc(-c3sccc3-n3c(C)ccc3C)cc2n1 is listed with DAGLB inhibitor: -2; PKA-R2B activ: -2; C-LANA FP: 6.2; PvdQ inh: 3; Arr AP2 block: 7; NSD2 inh: 0; Cardiac RTF inh: 0; SR-BI HDL uptake: -17; SR-BI DiI-HDL act: 17; Keap1-Nrf2 PPI: 0

# Remaining list, next part.
Molecule,DAGLB inhibitor,PKA-R2B activ,C-LANA FP,PvdQ inh,Arr AP2 block,NSD2 inh,Cardiac RTF inh,SR-BI HDL uptake,SR-BI DiI-HDL act,Keap1-Nrf2 PPI
O=C(CSc1nnc2c(n1)[nH]c1ccc(F)cc12)NCc1ccc(F)cc1,0,-2,0.4,-2,43,0,9,·,·,1
O=C(O)C1CCN(Cc2oc(CO)cc(=O)c2O)C1 (centres undefined),1,-4,0.6,15,6,0,-5,-16,16,-4
CCN=C1SC(CC(=O)Nc2ccc(C(F)(F)F)cc2)C(=O)N1CC (centres undefined),-8,-16,-0.4,-2,3,0,0,-1,1,1
O=C(C(Cc1ccccc1)n1cccc1)N1CCN(c2ncccn2)CC1 (centres undefined),-2,-6,0.6,15,22,·,-2,1,-1,2
c1ccc(-c2noc(CC3CCCCC3)n2)nc1,1,-2,1.3,-13,8,-3,6,-11,11,-6
O=S(=O)(/C=C/c1ccccc1)N1CCN(c2ccccc2)CC1,-6,-1,-0.9,-5,-4,1,-6,-19,19,-4
CN(CC(=O)Nc1ccccc1C(F)(F)F)C(=O)COc1ncnc2ccccc12,0,9,0.4,-7,-5,-1,-9,-7,7,-3
Cc1nnc(NC(=O)c2ccc(-c3cccc(C(F)(F)F)c3)o2)s1,-2,-4,-0.7,-10,0,-2,-23,-3,3,-2
CC1(C)Cc2cccc(OCC(=O)N3CCN(S(=O)(=O)c4ccccc4)CC3)c2O1,-4,-12,1.7,10,11,-3,0,10,-10,1
Cc1cc(Br)cc(Cl)c1OCC(=O)N1CCN(C(=O)c2ccco2)CC1,1,3,-1.5,-8,-9,0,-2,-2,2,4
Cc1cc(C)c(-n2c(O)c(C=NCCN3CCOCC3)c(=O)[nH]c2=O)c(C)c1,-4,-6,0.5,-2,-2,-3,5,-25,25,-1
CN(C)c1ccc(C(=S)Nc2ccccc2)cc1,0,2,-0.9,-7,2,-1,-13,8,-8,-4
CCOc1ccc(C(=S)NC2CCCCC2)cc1OCC,-5,-7,-0.7,0,52,-1,1,8,-8,0
C=CCNC(=O)/C(C#N)=C/c1cn(-c2ccccc2)nc1-c1cccs1,-3,-1,-0.8,6,20,-4,-31,58,-58,3
COc1ccc(NC(=O)CN2CCN(S(=O)(=O)c3ccc(Cl)cc3)CC2)cc1Cl,-2,2,-0.2,3,-4,-2,-1,-5,5,3
Cc1ccc(S(=O)(=O)N2CCOCC2)cc1NC(=O)CNCC1CCCCC1,-2,4,0.1,4,37,-1,-4,1,-1,1
CCOc1ccc(NC(=O)CN(C)C(=O)c2cn(-c3ccc(F)cc3)nc2-c2cccc(OC)c2)cc1OCC,0,1,-1.3,17,8,4,-2,37,-37,1
CCN(CC)CCCNC(=O)C1c2ccccc2C(=O)N1Cc1ccc(C)cc1 (centres undefined),0,1,-1.5,17,-3,20,5,-3,3,2
CC(=O)Nc1ccc(S(=O)(=O)N2CCN3CCCC3C2)cc1 (centres undefined),-5,-3,-1.6,-14,-6,0,-7,-3,3,-3
COc1ccc(NC(=O)CSc2nnc(Cc3cccn3C)n2-c2ccc(C)cc2)cc1OC,2,-5,0.9,-8,7,7,-6,9,-9,1
O=C(CSc1ccc2ccccc2n1)c1ccccc1,-17,-1,0.2,2,4,-3,-1,21,-21,-3
CCN1c2ccccc2-c2nc3ccccc3n2C1c1ccco1 (centres undefined),0,8,1.0,-17,3,-4,1,21,-21,-6
CC(CNC(=O)COc1ccccc1)OC(=O)Nc1cccc(Cl)c1 (centres undefined),0,-12,1.7,-6,-11,·,-4,-4,4,5
COc1ccc(NC(=O)Cn2nnc(C(=O)Nc3ccc(F)c(Cl)c3)c2N)cc1,1,-9,-1.2,-28,-5,0,-4,30,-30,-8
COc1ccc(/C=C(/NC(=O)c2cccc([N+](=O)[O-])c2)C(=O)O)cc1OC,2,-8,1.0,3,20,1,0,-11,11,-4
CCCCc1cc(=O)oc2cc(C)cc(OCC(=O)NCc3ccncc3)c12,2,2,1.0,-13,-12,-7,-3,6,-6,-4
COc1ccc(-c2cc(-c3n[nH]c(=S)n3-c3ccccc3Cl)[nH]n2)cc1,-3,9,-0.6,16,10,0,3,-10,10,4
CC(=O)C1=C(O)C(=O)N(c2ccc(O)cc2)C1c1ccc([N+](=O)[O-])cc1 (centres undefined),2,-5,-2.3,-2,17,-3,-3,-1,1,1
COc1ccc2[nH]c(=O)c(CN(Cc3cccs3)S(=O)(=O)c3cccc4nsnc34)cc2c1,-1,4,0.5,-16,1,-1,-8,0,0,3
COc1ccc(CCNC(=O)[C@@H](NC(=O)N2CCn3c2nc2ccccc23)C(C)C)cc1OC,-8,-6,0.0,3,1,-3,1,8,-8,4
O=C(O)CCC(=O)NCC1OCCc2ccccc21 (centres undefined),4,-9,1.6,-3,-2,1,-3,4,-4,3
